# PAD4 FP inh – inhibitors of human PAD4; Q9UM07; recombinant PAD4, RCA probe fluorescence polarization; inhibition, % at 6.36 µM; actives 0.41% (n = 330,000); AID 485272;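 active = percent inhibition above a cutoff equal to the mean of all tested compounds plus 3 SD, cut at about 15% in these data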;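 note: 0% = PAD4 with RCA probe and DMSO and 100% = probe without PAD4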
# MEX-5 binding – C. elegans MEX-5 TCR-2 RNA binding activity; Q9XUB2; MEX-5/FITC-TCR2 RNA binding, fluorescence polarization; hits give low values; activity score (negative = inhibition of binding), % at 10 µM; actives 0.38% (n = 300,000); AID 1832;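 active = inhibition past about -25% in most replicates, and total fluorescence under double the plate's negative control median, limit read from the data; inconclusive = replicates evenly split on the limit, or fluorescence at least double controls; inactive = too little inhibition in most replicates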;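 note: 0% = DMSO and -100% = 5 µM competing unlabeled TCR2 RNA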
# GSTO1 inh – counter-screen for RBBP9 inhibitors: inhibitors of human GSTO1 | P78417 | recombinant GSTO1, activity-based probe fluorescence polarization | inhibition, % at 5.96 µM | actives 1.1% (n = 300,000) | AID 1974;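 active = inhibition above the campaign mean inhibition plus 3 SD, cut at about 35% in these data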;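 note: 0% = GSTO1-1 with DMSO and 100% = wells lacking GSTO1-1 enzyme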
# Target sequence (P78417 whole entry, looked up): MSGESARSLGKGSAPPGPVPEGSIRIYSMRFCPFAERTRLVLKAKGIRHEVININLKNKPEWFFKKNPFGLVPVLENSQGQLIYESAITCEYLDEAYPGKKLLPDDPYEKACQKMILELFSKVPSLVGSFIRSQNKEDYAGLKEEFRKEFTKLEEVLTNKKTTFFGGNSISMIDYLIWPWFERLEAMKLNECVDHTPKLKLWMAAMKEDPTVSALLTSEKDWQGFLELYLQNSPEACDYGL
# PME-1 primary – blocks human protein phosphatase methylesterase 1; actives 0.53% (n = 320,000); Q9Y570; inhibition, % at 5.9 µM; recombinant PME-1, FP-Rh probe fluorescence polarization;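 active = inhibition above the campaign mean of all compounds plus 3 SD, cut at about 26% in these data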;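 note: competitive labeling of PME-1 active site by serine hydrolase directed probe; 0% = PME-1 with DMSO and 100% = wells lacking PME-1 enzyme; inhibitors block probe labeling so polarization falls and inhibition rises; many of its hits are not listed in these tables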
# Target sequence (Q9Y570 whole entry, looked up): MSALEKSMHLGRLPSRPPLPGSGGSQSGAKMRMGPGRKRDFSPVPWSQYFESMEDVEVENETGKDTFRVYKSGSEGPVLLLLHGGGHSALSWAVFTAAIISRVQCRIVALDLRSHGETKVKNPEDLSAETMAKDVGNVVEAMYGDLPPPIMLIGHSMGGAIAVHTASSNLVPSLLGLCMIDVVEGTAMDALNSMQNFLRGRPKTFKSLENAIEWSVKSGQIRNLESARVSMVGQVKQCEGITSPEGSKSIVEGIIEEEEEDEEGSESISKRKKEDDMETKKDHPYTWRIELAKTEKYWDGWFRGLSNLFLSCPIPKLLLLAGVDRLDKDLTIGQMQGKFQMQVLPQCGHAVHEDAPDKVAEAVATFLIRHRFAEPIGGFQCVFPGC
# Fam108B inh – blocks mouse Fam108B hydrolase in RBBP9 counter-screen; inhibition, % at 9.51 µM; recombinant Fam108B, FP-Rh probe fluorescence polarization; actives 0.33% (n = 300,000); AID 1947;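 active = inhibition above the screen mean inhibition plus 3 SD, computed separately per campaign, cut at about 18% in these data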;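 note: inhibitors lower polarization as less probe binds the enzyme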
# TPT1 inhibitor – C. albicans TPT1 enzyme inhibition. recombinant caTPT1, FP RNA substrate dephosphorylation. inhibition, % at 5 µM. actives 0.81% (n = 300,000). AID 1962;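 active = inhibition above the mean of all tested compounds plus 3 SD, set per screening campaign, cut at about 24% in these data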;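 note: plate controls were DMSO alone for no effect and ferristatin control at 100 nM for full effect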
# Bcl-xL primary – Bcl-xL (human) inhibition; Q07817; GST-Bcl-xL / FITC-Bim BH3 peptide fluorescence polarization; inhibition, % at 10.9 µM; actives 0.7% (n = 320,000); AID 2129;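 active = inhibition above the mean of all tested compounds plus 3 SD, cutoff set per campaign, cut at about 30% in these data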;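 note: 0% = DMSO wells and 100% = unlabeled Bim-BH3 peptide competitor; inhibitors lower millipolarization by displacing the labeled peptide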
# MCL1-BIM inh – disrupts human MCL1 binding to BIM-BH3 peptide; AID 2057; Q07820; inhibition, % at 10.9 µM; actives 0.68% (n = 320,000); GST-MCL1 / FITC-Bim-BH3 fluorescence polarization;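 active = inhibition above the mean inhibition of all tested compounds plus 3 SD, set per campaign, cut at about 40% in these data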;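 note: 0% = DMSO wells and 100% = unlabeled Bim-BH3 peptide control; higher means more loss of mP so more displacement of Bim peptide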
# Target sequence (Q07820 whole entry, looked up): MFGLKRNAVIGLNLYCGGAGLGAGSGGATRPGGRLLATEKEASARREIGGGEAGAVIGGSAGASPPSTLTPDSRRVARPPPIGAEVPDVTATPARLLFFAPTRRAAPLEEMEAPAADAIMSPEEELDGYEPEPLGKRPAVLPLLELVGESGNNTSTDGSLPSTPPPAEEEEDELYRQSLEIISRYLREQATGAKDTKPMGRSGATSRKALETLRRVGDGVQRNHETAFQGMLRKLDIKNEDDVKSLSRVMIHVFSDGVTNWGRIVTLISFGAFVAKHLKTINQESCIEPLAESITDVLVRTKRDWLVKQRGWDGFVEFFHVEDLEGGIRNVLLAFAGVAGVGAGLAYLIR
# GLD-1 RNA inh – GLD-1-TGE RNA interaction inhibition (C. elegans) | Q17339 | purified GLD-1 + fluorescein TGE RNA, fluorescence polarization | inhibition, % at 5.96 µM | actives 0.44% (n = 320,000) | AID 2280;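 active = percent inhibition above a per-plate cutoff, the plate mean of test compounds plus 3 SD, cut at about 30% in these data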;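 note: 0% = DMSO wells with GLD-1 and probe and 100% = wells lacking GLD-1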
# * = called active by the depositor; ? = inconclusive; . = no result given; & = joins results of further samples.
SMILES,PAD4 FP inh,MEX-5 binding,GSTO1 inh,PME-1 primary,Fam108B inh,TPT1 inhibitor,Bcl-xL primary,MCL1-BIM inh,GLD-1 RNA inh
Cn1c(=O)n(CC(=O)OCc2ccccc2)c(=O)c2c1nc1n2CCCN1C1CCCCC1,-7,-1.3,-1,-5,-2,-12,8,6,19
Cc1ccc(C)c(NC(=O)CS(=O)(=O)c2cn(C)c3ccccc23)c1,-3,-0.8,4,-1,8,0,5,6,0
CC(/C=N/NC(=O)c1nnn(-c2nonc2N)c1C(C)C)=C\c1ccccc1,-2,-0.5,-8,-6,-3,-4,4,-1,4
COc1cc(/C=N/NC(=O)CSc2nc3ccccc3n2C)cc(OC)c1OC,1,-1.8,1,0,1,-1,3,-1,4
N#CCNC1CC(=O)N(c2ccccc2)C1=O (configuration not stated),0,0.4,-4,2,2,2,8,14,7
CCc1nnc(NC(=O)CS(=O)(=O)Cc2ccccc2)s1,3,0.5,-1,-2,3,0,1,-2,-3
COc1cc(OC)c(N(C)S(=O)(=O)c2cccc(C(=O)Nc3nnc(C4CC4)s3)c2)cc1Cl,7,-1.1,-80,-9,-9,1,1,6,-10
O=C(C1=C(O)C(=O)N(Cc2ccco2)C1c1ccccc1)c1cccs1 (configuration not stated),-1,-0.2,5,-6,-1,-1,8,4,-1
CC(C)(C)c1ccc(/C=N/NC(=S)NC2CCCCC2)cc1,-3,1.8,-1,-7,-2,-3,3,6,-2
Cc1cccc(C(C)(C)C)c1OCCCCN1CCCC1,-4,0.7,-2,-3,3,0,5,7,2
CC(=O)c1sc(NC(=O)c2cc(=O)c3ccccc3o2)nc1C,5,-1.9,-22,2,1,-4,2,-2,8
O=C(Cn1cncn1)N/N=C/c1cccnc1,-2,0.9,3,-6,0,6,-7,-19,-2
Nc1ccc2c(c1)C(=O)N(c1cccc3ccccc13)C2=O,-1,-1.2,4,1,3,-1,8,5,12
COC(=O)C(NNc1ccccc1)(NC(=O)c1ccc(F)cc1)C(F)(F)F (configuration not stated),-3,0.5,6,-3,-2,2,6,7,-4
Cc1ccccc1NC(=O)CC1SCCNC1=O (configuration not stated),4,1.5,-5,2,1,-1,5,7,4
O=c1c2ccccc2nnn1Cc1ccccc1,-10,-1.2,-14,0,1,-1,0,-4,1
CCCNC(=O)C(Cc1ccc(F)cc1)NC(=O)c1ccccc1 (configuration not stated),-5,.,.,-6,.,.,-4,3,-4
CC(Oc1ccc2c(-c3ccccc3)cc(=O)oc2c1)C(=O)NCC1CCC(C(=O)O)CC1 (configuration not stated),-1&2,-4.1&3.4,-6&9,1&7,1&1,-2&2,0&0,3&-1,3&7
Cc1cc(C)nc(N/N=C/C=C/c2ccccc2)n1,6,2.2,5,4,3,4,2,2,0
CC1C(=O)N2CCCc3cc(S(=O)(=O)N4CCN(c5cccc(Cl)c5)CC4)cc1c32 (configuration not stated),2,1.8,7,5,0,-2,2,-2,-2
Cn1c(SCC(N)=O)nnc1C1CCN(C(=O)NCc2ccccc2)CC1,2,1.1,1,-2,-5,-8,0,3,-3
CCOC(=O)c1c(NCC2CCCO2)c2ccccc2[nH]c1=O (configuration not stated),0,-0.6,4,3,-4,0,-1,4,4
O=S(=O)(NCc1ccc2c(c1)OCO2)c1ccc2oc3ccccc3c2c1,2,0.4,-2,-1,-7,3,-1,-2,7
CCOCc1nnc(NC(=O)c2c(OC)cccc2OC)s1,-1,0.7,2,3,-1,0,5,10,0
C/C=C/c1ccc(OCCOc2ccc(C=O)cc2)c(OC)c1,-3,1.4,0,8,1,-1,-6,-9,-4
CN(Cc1cccc2ncccc12)C(=O)CC1C(=O)NCCN1Cc1ccc(F)cc1 (configuration not stated),2,1.6,3,-1,1,-1,11,12,2
Cc1ccc(S(=O)(=O)NC(C)(C)CSc2ncccn2)cc1,-3,0.9,-6,4,2,0,4,7,-1
O=C1c2ccccc2NC(c2cn[nH]c2-c2ccccc2)N1O (configuration not stated),2,0.0,6,0,2,-2,5,6,6
COCCNC(=S)NNc1ccc(Cl)c(C(=O)O)c1,-1,-2.4,-5,0,-1,-2,0,12,-5
COc1ccc(CCn2c(-c3cc([N+](=O)[O-])cc([N+](=O)[O-])c3)nc3nc4ccccc4nc32)cc1,1,-1.2,8,4,-2,-1,6,4,1
COCCCNc1nc(N)c([N+](=O)[O-])c(NCC2CCCO2)n1 (configuration not stated),-6,0.0,-2,-4,2,-3,2,-5,4
O=C(c1ccc(F)cc1)N1CCCC(c2nc(-c3ccncc3)no2)C1 (configuration not stated),2,.,5,4,-1,-2,2,-4,-2
Cc1nn(CC(=O)NCCc2ccc(Cl)cc2Cl)c(C)c1[N+](=O)[O-],3,2.3,7,3,0,3,-2,-3,-4
O=C(Cn1cnc2ccccc2c1=O)Nc1ccc(N2CCOCC2)cc1,-1,1.1,6,0,-1,0,5,0,-2
Cc1ccc(Nc2nc(N3CCN(C)CC3)nc(N)c2[N+](=O)[O-])cc1C,-5,-0.3,-1,7,-1,-1,4,-1,4
COc1ccccc1C1CC(=O)Nc2cc3c(cc21)OCCO3 (configuration not stated),-2,-3.3,-4,2,1,-1,2,4,2
Cc1nn(C)cc1S(=O)(=O)Nc1ccccc1Br,0,2.7,4,2,1,-2,1,-1,2
Cc1c(C(=O)OCC[N+]2(C)CCCCC2)oc2ccccc12,3,1.2,10,-4,-4,-5,-16,-31,12
O=C(O)C(c1ccccc1)C1(O)CCCC1 (configuration not stated),1,-0.5,-9,-3,-1,3,2,-4,7
CCOc1ccccc1-n1c(COc2ccccc2)nnc1SCC(N)=O,1,-0.8,0,-2,3,-2,-5,-3,1
Cc1ccc(CN2CCN(CCC(C)C)C(CCO)C2)s1 (configuration not stated),-4,-0.6,3,-2,-3,-4,1,4,-3
Cc1cccc(NC(=O)c2ccc(NCCO)c([N+](=O)[O-])c2)n1,-5,-2.5,-10,-12,-2,1,1,-1,0
O=C(CCl)Nc1cn(-c2ccccc2)nc1-c1ccc(F)cc1,2,4.1,28,-11,-4,1,5,3,-4
CCOC(=O)c1sc(NC(=O)CCCCl)nc1C,4,0.4,7,-1,-1,0,2,3,-2
CCN(CC)c1ccc(NC(=O)COc2ccc(C#N)cc2)cc1S(=O)(=O)Nc1ccc(OC)cc1,-11,0.1,-25,-15,-23,-3,-12,-24,-5
Cc1ccccc1N1CCN(C2CCCN(C(=O)c3cnsn3)C2)CC1 (configuration not stated),-1,1.3,-3,-8,-4,0,4,2,-4
c1ccc(COc2ccc(OCCCN3CCCC3)cc2)cc1,1,-2.4,-3,2,5,0,2,1,-1
CN(C)S(=O)(=O)c1ccc(S(=O)(=O)N(CC(=O)Nc2ccccc2)CC2CCCO2)cc1 (configuration not stated),8,-3.2,9,-1,1,3,3,5,4
O=C(Nc1ccc(C(=O)O)cc1)/C(=C\C=C\c1ccccc1)NC(=O)c1cccc(Br)c1,-5,0.8,-14,-14,-10,-1,3,0,10
Cn1c(=O)c2c(ncn2CCCc2ccccc2)n(C)c1=O,4,2.8,-1,6,2,-11,10,16,8
COc1ccccc1NS(=O)(=O)c1cc(NC(=O)c2cnccn2)ccc1N1CCOCC1,1,0.6,2,-6,13,4,2,2,-3
Cc1ccc(NC(=O)COC(=O)CN2CSCC2=O)cc1C,3,0.4,3,-3,4,0,4,7,3
COc1ccc(N2CCN(C(=S)Nc3cccc(C)c3)CC2)cc1,1,0.2,-1,0,2,-1,5,6,-8
O=C(N=c1ccn(-c2nc3ccccc3nc2NS(=O)(=O)c2ccccc2)cc1)c1ccccc1Cl,1,?,-13,5,0,4,26,17,24
O=[N+]([O-])c1cccc(C(=S)N2CCN(c3ccccc3F)CC2)c1,-5,-0.1,0,3,1,-7,13,20,-2
Cc1ccccc1CSCCC(=O)NCCC1=CCCCC1,4,-2.9,2,-5,7,1,10,7,10
Cc1ccc(NC(=O)/C(=C\c2cccc([N+](=O)[O-])c2)NC(=O)c2cccs2)cc1,-1,-0.5,-2,0,1,-3,4,-3,6
COc1ccc(N2C(=O)c3ccccc3NC2c2ccc(OC)c(Cn3nnc4ccccc43)c2)cc1 (configuration not stated),-8,1.6,0,4,2,3,5,-2,7
CC(C)[C@@H](C(=O)N[C@@H](C(=O)O)c1ccccc1)N1C(=O)N2CCc3c([nH]c4ccccc34)[C@@]2(C)C1=O,-4,-0.7,-1,5,4,1,2,-3,0
O=C1CC(N2CCN(Cc3ccc4c(c3)OCO4)CC2)C(=O)N1c1cccc(Cl)c1 (configuration not stated),2,0.1,-5,-2,-1,-3,6,10,4

# The list goes on.
SMILES,PAD4 FP inh,MEX-5 binding,GSTO1 inh,PME-1 primary,Fam108B inh,TPT1 inhibitor,Bcl-xL primary,MCL1-BIM inh,GLD-1 RNA inh
CN(C)CCNC(=O)C(=O)Nc1ccc2c(c1)N(S(=O)(=O)c1cccs1)CCC2,-6,1.6,6,-2,0,0,10,0,-1
CCCCC(CCC(=O)Nc1ccn(-c2ccccc2)n1)C(=O)O (configuration not stated),2,1.4,4,3,-2,2,1,-3,3
Cc1nc2oc(C(=O)c3ccc(Br)cc3)c(N)c2c2c1COC(C)(C)C2,5,2.2,-6,5,-2,0,5,-1,-2
CS(=O)(=O)N1CCCC(C(=O)NCCCN2CCc3ccccc3C2)C1 (configuration not stated),-2,-2.6,0,4,-1,-5,7,17,2
C/C(CC1CC(C)(C)OC1=O)=N/Nc1nc(-c2ccccc2)cs1 (configuration not stated),0,1.8,-2,5,2,1,9,2,6
CC(=O)Nc1ccc(S(=O)(=O)N2CCN=C2SCc2ccc(F)cc2)cc1,-2,-0.9,3,3,-3,-1,-2,2,7
CCOC(=O)[C@H]1[C@H]2COc3ccccc3[C@@H]2N2C(=O)[C@@H](CO)NC(=O)[C@@]12C,-5,.,.,-6,.,.,2,-2,4
O=C1CCN(Cc2ccc([N+](=O)[O-])cc2)CCN1[C@H](CO)c1ccccc1,2,1.2,1,-10,-3,-2,0,11,-5
COc1ccc2[nH]c(C(=O)O)c(CCN3C(=O)c4ccc(C(=O)O)cc4C3=O)c2c1,-7,2.0,5,1,-8,-1,2,1,1
O=C(Nc1cccnc1)c1cc2cc(Br)ccc2o1,-2,0.1,-4,-58,-3,-3,7,4,9
Cc1nn(C)c(C(=O)Nc2ccc(S(=O)(=O)NC34CC5CC(CC(C5)C3)C4)cc2)c1Br,-5,3.2,0,-24,-27,-2,7,3,0
Cc1cc(SCC(N)=O)nc(SCC(=O)c2ccccc2)n1,-3,-1.8,5,-4,1,-1,-4,-4,-4
COc1ccc(NC(=S)Nc2ccc(N(C)C(C)=O)cc2)cc1,-1,-0.3,0,-2,4,-5,2,3,1
O=C(CCC(=O)N1CCN(c2ccc(F)cc2)CC1)N1CCN(c2ccc(F)cc2)CC1,1,-1.3,-3,-3,-3,-3,5,-5,2
COc1ccc(-c2cc(C(=O)NCCc3ccc(S(N)(=O)=O)cc3)c3ccccc3n2)cc1,-2,0.2,-18,-3,-6,-2,2,-4,2

# Screening data deposited in PubChem BioAssay by several laboratories.

# These rows are one share of the data. The share of hits here may be higher or lower than overall.
